Source: PubChem BioAssay (several laboratories)
TcdB inh = inhibitors of Clostridioides difficile toxin B glycohydrolase | P18177 | TcdB glycohydrolase enzymatic assay, plate reader | inhibition, % at 9.99 µM | 350,000 compounds, 0.24% hits | AID 652162; in the data active = inhibition above about 10%
Mtb FBA inh = Mtb fructose-bisphosphate aldolase inhibition. P9WQA3. purified M. tuberculosis FBA, fluorescence read-out. inhibition, % at 1 µM. 360,000 compounds, 2.3% hits; in the data active = inhibition above about 27%;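 also: 0% = vehicle and 100% = reference inhibitor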
Target sequence (P9WQA3 whole entry, looked up): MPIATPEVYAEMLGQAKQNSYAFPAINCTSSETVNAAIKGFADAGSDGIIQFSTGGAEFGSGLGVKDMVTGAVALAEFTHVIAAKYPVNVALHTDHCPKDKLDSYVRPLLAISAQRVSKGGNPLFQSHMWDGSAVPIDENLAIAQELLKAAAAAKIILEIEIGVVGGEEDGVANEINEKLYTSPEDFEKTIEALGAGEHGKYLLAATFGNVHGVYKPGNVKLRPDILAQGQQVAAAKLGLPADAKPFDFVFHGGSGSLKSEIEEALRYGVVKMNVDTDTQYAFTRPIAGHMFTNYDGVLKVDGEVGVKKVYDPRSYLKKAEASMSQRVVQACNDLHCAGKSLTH
PfHsp40 rescue = restores yeast growth despite PfHsp40 toxicity | S. cerevisiae expressing PfHsp40, growth rescue, ATP luminescence | growth rescue, % at 12.5 µM | 340,000 compounds, 0.68% hits | AID 504582; in the data active = growth rescue above about 28%, passing the limit was not always enough; inconclusive = no clear call, values can overlap the other calls;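 also: yeast W303a lacking pdr1 and pdr3 grown in galactose medium; growth measured after three days at 30 °C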
UGM FP inh = Mtb UDP-galactopyranose mutase inhibition; AID 504406; P9WIQ1; inhibition, % at 10 µM; 320,000 compounds, 0.06% hits; purified UGM, fluorescence polarization probe displacement; in the data active = inhibition above about 10%, passing the limit was not always enough; inconclusive = no clear call, values can overlap the other calls
Target sequence (P9WIQ1 whole entry, looked up): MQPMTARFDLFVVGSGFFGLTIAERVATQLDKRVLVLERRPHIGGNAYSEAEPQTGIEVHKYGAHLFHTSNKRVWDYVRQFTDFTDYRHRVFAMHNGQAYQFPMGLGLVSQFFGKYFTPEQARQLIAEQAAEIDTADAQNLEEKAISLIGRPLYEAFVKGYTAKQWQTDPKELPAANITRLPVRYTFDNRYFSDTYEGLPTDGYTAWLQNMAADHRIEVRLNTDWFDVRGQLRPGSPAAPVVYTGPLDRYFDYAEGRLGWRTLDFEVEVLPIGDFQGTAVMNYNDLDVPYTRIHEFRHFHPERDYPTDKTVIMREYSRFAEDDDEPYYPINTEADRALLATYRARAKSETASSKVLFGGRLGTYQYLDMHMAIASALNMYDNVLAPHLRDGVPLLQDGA
Yp Topo-I inh = Y. pestis Topo-I inhibition via cleavage products | Y. pestis Topo-I cleavage product accumulation, plate reader | activity, % at 10 µM | 360,000 compounds, 0.064% hits | AID 504884; in the data active = activity above about 50%, passing the limit was not always enough; inconclusive = no clear call, values can overlap the other calls; also: inactives centre near 2
Vc quorum ag = induces V. cholerae light production without autoinducers; V. cholerae BH1578 lux reporter, luminescence, 6 h; activation, % at 18.7 µM; 350,000 compounds, 0.16% hits; AID 588436; in the data active = activation mostly above about 9.7%, no sharp cut-off; inconclusive = no clear call, values can overlap the other calls; inactive = mostly below about 3.7%; also: not every result past the cut was called active; inactives centre near 0; reference of the scale not given here
BioA inh = BioA (M. tuberculosis) enzyme inhibition | inhibition, % at 9.99 µM | AID 602481 | 360,000 compounds, 0.096% hits | purified M. tuberculosis BioA enzyme, plate reader; in the data active = inhibition above about 40%; inconclusive = no clear call, values can overlap the other calls
FadD28 binding = blocks FadD28 binding to the bisubstrate probe | fluorescence polarization | inhibition, % at 12.5 µM | 360,000 compounds, 0.22% hits | AID 588549; in the data active = inhibition above about 8.5%, passing the limit was not always enough; inconclusive = no clear call, values can overlap the other calls
GDH-TPI counter = counter-screen for M. tuberculosis FBA inhibitors: GDH-TPI coupled enzymes. GDH-TPI coupled enzyme counterscreen, NADH absorbance. inhibition, % at 4.8 µM. 360,000 compounds, 1.2% hits; in the data active = inhibition above about 30%;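 also: 0% = DMSO wells and 100% = wells lacking the enzyme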
* = called active by the depositor; i = inactive; ? = inconclusive; · = no result given; + = active, no number.

Fields – TcdB inh | Mtb FBA inh | PfHsp40 rescue | UGM FP inh | Yp Topo-I inh | Vc quorum ag | BioA inh | FadD28 binding | GDH-TPI counter
Cc1cccc(C(=O)N2CCN(c3ccc([N+](=O)[O-])c(NCc4ccco4)c3)CC2)c1
    · | -9 | -0.6 | 4.0 | 44 | -0.2 | 1.3 | -1.2 | 11
OC(c1ccccn1)C(O)c1ccccn1 (stereo not drawn)
    2.5 | 0 | -1.5 | · | 4 | i | -1.7 | 0.2 | 4
O=C(c1ccccc1)N1CCN(C(=O)N2CCOCC2)CC1
    · | -4 | 0.0 | 1.9 | 0 | i | -1.0 | -1.2 | 1
O=C1C(=O)N(CCCN2CCOCC2)C(c2ccc([N+](=O)[O-])cc2)/C1=C(/O)c1ccc2c(c1)OCO2 (stereo not drawn)
    -0.7 | 1 | 1.0 | -0.1 | -12 | i | -1.5 | -0.6 | 17
Cc1ccc(Cl)cc1N(CC(=O)N1CCCCCC1)S(C)(=O)=O
    · | 4 | -1.2 | -1.7 | 6 | -0.3 | -2.2 | -4.0 | 0
C/C(=N/NC(=O)Cc1c(C)[nH][nH]c1=O)c1ccc(O)cc1
    2.4 | -2 | 0.1 | 0.0 | 7 | -4.5 | · | -2.7 | 11
COc1ccc(CNC(=O)C(NC(C)=O)C(=O)Nc2ccc(C(C)C)cc2)cc1 (stereo not drawn)
    0.5 | -3 | -0.9 | 2.2 | -4 | i | · | -2.0 | 2
CC1CCc2sc(C(=O)NNC(=S)NCC3CCCO3)cc2C1 (stereo not drawn)
    -0.5 | 2 | 6.1 | -10 | -4 | i | 6.2 | -1.4 | -5
CSc1ccccc1OCc1cc(C(=O)NC(C)Cc2cccc(C)n2)no1 (stereo not drawn)
    1.6 | 0 | -0.2 | 3.0 | 29 | 0.0 | -1.4 | -1.5 | 1
O=C(COC(=O)c1ccc(Cl)nc1)NC(=O)c1ccccc1
    1.6 | 2 | 0.6 | -1.7 | 8 | 1.1 | -1.2 | 0.2 | -2

Entries of single compounds, looked up by structure. Order of screens: TcdB inh | Mtb FBA inh | PfHsp40 rescue | UGM FP inh | Yp Topo-I inh | Vc quorum ag | BioA inh | FadD28 binding | GDH-TPI counter
Cc1ccc(Cl)cc1N(CC(=O)N1CCCCCC1)S(C)(=O)=O is listed with · | 4 | -1.2 | -1.7 | 6 | -0.3 | -2.2 | -4.0 | 0
COc1ccc(CNC(=O)C(NC(C)=O)C(=O)Nc2ccc(C(C)C)cc2)cc1 (stereo not drawn) is listed with 0.5 | -3 | -0.9 | 2.2 | -4 | i | · | -2.0 | 2

Continuation:
Fields – TcdB inh | Mtb FBA inh | PfHsp40 rescue | UGM FP inh | Yp Topo-I inh | Vc quorum ag | BioA inh | FadD28 binding | GDH-TPI counter
CNC(=O)CCn1nc(-c2ccc(C)cc2)c2ccccc2c1=O
    1.9 | 3 | 1.0 | 1.1 | 1 | -13 | 1.2 | -3.3 | 7
COc1ccccc1C(=O)NC(CCSC)C(=O)NCc1ccccn1 (stereo not drawn)
    0.4 | -4 | 1.2 | -0.4 | 4 | i | -1.3 | -1.8 | -4
COCC1CCN(C(=O)c2ccc(OC3CCN(Cc4ccccn4)CC3)cc2)C1 (stereo not drawn)
    0.5 | -1 | 0.1 | 2.0 | 0 | 0.3 | -1.3 | -2.9 | 1
COc1ccccc1OCCOCCn1cnc2ccccc2c1=O
    · | 1 | -1.0 | -0.3 | 2 | -4.9 | · | -2.1 | -2
O=C(Cc1ccc(Br)cc1)NCCc1ccccc1
    2.4 | -1 | 1.3 | -1.6 | 5 | -0.2 | 1.5 | -1.8 | -5
CCOC(=O)c1ccccc1NC(=O)CSC(C)C(=O)Nc1cc(C)on1 (stereo not drawn)
    1.5 | 2 | 0.8 | -1.0 | -1 | 5.0 | 1.1 | -1.8 | 3
COC(=O)c1ccc(C2C(C#N)=C(C)NC3=C2C(=O)CC(C)(C)C3)cc1 (stereo not drawn)
    · | 75* | 0.1 | 1.5 | -10 | 2.1 | 13 | -4.9 | 13
Cc1c(CC(=O)NCC(=O)O)c(=O)oc2cc3oc4c(c3cc12)CCCC4
    0.4 | 3 | 0.0 | 3.7 | -1 | 0.6 | -1.7 | · | 5
COc1ccc(CNC(=O)C2CC(c3ccccc3C(F)(F)F)=NO2)cc1 (stereo not drawn)
    2.5 | 2 | -0.7 | 0.3 | 0 | i | 1.3 | -3.1 | -3
CC(C)C(=O)Nc1cccc(NC(=S)NC(=O)c2ccc3c(c2)OCO3)c1
    0.3 | -1 | 1.2 | 0.1 | -11 | -0.4 | -3.2 | -0.2 | 5
Cc1snc2sc(C(=O)c3ccc(F)cc3)c(N)c12
    -1.7 | 3 | -0.2 | 1.1 | 3 | -0.5 | 0.1 | -2.2 | 4
CC(C)(C)c1[nH]nc2c1C(c1cccnc1)C(C#N)=C(N)O2 (stereo not drawn)
    -1.3 | 0 | 0.4 | -0.9 | -5 | -0.4 | -2.4 | 0.3 | 16
COc1cc(C=CC(=O)N2CCN(CC(=O)N3CCCC3)CC2)cc(OC)c1OC
    0.3 | 9 | · | · | 1 | i | · | -1.1 | 10
O=C(CC1C(=O)NCCN1CC1CCCCC1)NCCCN1CCOCC1 (stereo not drawn)
    0.0 | -2 | -0.5 | 0.3 | 10 | -0.2 | -0.9 | -1.4 | -6
COc1ccc(CCn2c(=N)c(S(=O)(=O)c3ccccc3)cc3c(=O)n4ccccc4nc32)cc1
    0.8 | 3 | -0.2 | -1.9 | 3 | -5.3 | -3.9 | -0.5 | -4
CC(=O)N=C1SC2CS(=O)(=O)CC2N1c1ccccc1Cl (stereo not drawn)
    · | 1 | 0.4 | -0.2 | -3 | i | -1.7 | -1.0 | 3
CN(C)C=NC(=O)c1cc(C(=O)c2ccccc2)c[nH]1
    0.8 | 3 | -1.2 | 0.1 | 1 | -0.2 | · | -1.1 | 12
COc1ccc(-c2nnc3ccc(SCC(=O)NCc4ccco4)nn23)cc1OC
    · | -1 | 1.6 | -1.1 | -8 | i | · | -0.6 | 2
CCOc1ccc(CCNC(=O)c2cnc(C)cn2)cc1OCC
    0.1 | -2 | 1.3 | 1.7 | 5 | -0.1 | 69* | · | 1
CC1Cc2ccccc2N1CC(=O)NC(=O)NCc1ccco1 (stereo not drawn)
    · | 0 | -0.3 | 0.9 | 0 | i | -0.4 | 1.1 | -5

Molecules shown so far with a cyano group (two):
Fields – TcdB inh | Mtb FBA inh | PfHsp40 rescue | UGM FP inh | Yp Topo-I inh | Vc quorum ag | BioA inh | FadD28 binding | GDH-TPI counter
COC(=O)c1ccc(C2C(C#N)=C(C)NC3=C2C(=O)CC(C)(C)C3)cc1 (stereo not drawn)
    · | 75* | 0.1 | 1.5 | -10 | 2.1 | 13 | -4.9 | 13
CC(C)(C)c1[nH]nc2c1C(c1cccnc1)C(C#N)=C(N)O2 (stereo not drawn)
    -1.3 | 0 | 0.4 | -0.9 | -5 | -0.4 | -2.4 | 0.3 | 16

Later entries
Fields – TcdB inh | Mtb FBA inh | PfHsp40 rescue | UGM FP inh | Yp Topo-I inh | Vc quorum ag | BioA inh | FadD28 binding | GDH-TPI counter
COC(=O)c1ccc(COc2ccccc2/C=N/NS(=O)(=O)c2ccccc2)cc1
    1.6 | 1 | -0.2 | -0.3 | -2 | -0.2 | 0.3 | -4.5 | 8
Cc1cc2nc(-c3ccc(=O)[nH]c3)n(Cc3ccccc3)c2cc1C
    1.1 | 6 | -0.8 | -0.3 | 5 | i | 1.1 | -1.6 | 6
O=C(N/N=C1\CCCc2ccccc21)c1ccccc1Cl
    0.3 | -1 | 0.4 | -0.4 | 5 | i | · | -2.4 | -5
Nc1c(C(=O)c2ccc(Cl)cc2)oc2ccccc12
    · | 6 | 3.6 | 1.6 | 2 | -0.2 | · | -1.7 | 12
C[C@]12C(=O)N(c3ccc(C(F)(F)F)cc3)C(=O)N1[C@H]1c3ccccc3OC[C@@H]1[C@H]2c1ccccc1
    1.1 | 5 | 3.6 | 0.0 | ? | 0.6 | -0.8 | -0.5 | 6
C/C(=N\N)c1c(-c2ccccc2)c2cc(Br)ccc2[nH]c1=O
    · | 1 | -1.8 | -1.3 | 2 | -0.8 | 0.0 | -3.3 | 9
COc1cccc(-c2cc(C(F)(F)F)n3nc(C(=O)N4CCC5(CC4)OCCO5)cc3n2)c1
    · | 0 | -0.1 | 1.0 | 4 | -0.3 | · | 0.3 | 15
COC(=O)Cc1c(C)c2ccc(OC(C)C)cc2oc1=O
    0.5 | + | -0.1 | -0.9 | -2 | i | 0.9 | -0.6 | 30
O=[N+]([O-])c1ccc(COc2cccc(CNc3ccc(Br)cc3)c2)cc1
    · | -6 | -0.1 | 0.5 | -6 | -0.1 | · | -0.3 | 1
O=C(/C=C/c1ccccc1)N/C(=C/c1ccccc1)C(=O)Nc1ccc(C(=O)O)cc1
    3.4 | 0 | 1.4 | -1.7 | 0 | 3.1 | -1.1 | -3.4 | 10
CCCCC1CC(/C(C)=N/NC(N)=O)OC1=O (stereo not drawn)
    · | 4 | 0.9 | 1.1 | 6 | -0.4 | 0.4 | 1.1 | 12
CC(C)(C)Nc1nc(-c2ccccn2)nc2ccccc12
    0.1 | 5 | 1.9 | -0.7 | 7 | -1.0 | 0.3 | -2.5 | 8
COc1ccc(COC(=O)C2=C(C)NC(=O)NC2c2cc(OC)ccc2OC)cc1 (stereo not drawn)
    0.4 | -1 | -0.6 | -0.2 | 25 | i | -0.4 | -1.0 | -6
COc1ccc(NC(=O)N2CCc3ccccc3C2)cc1OC
    0.7 | 1 | -0.5 | -1.6 | -1 | i | 4.6 | -3.1 | -3
O=C(NC1=NCCS1)c1ccc(Cl)c(Cl)c1
    1.3 | 1 | -0.1 | -0.9 | 6 | -0.6 | 9.3 | -1.2 | 1
N#Cc1ccc2c(c1)nnn2-c1ccccc1
    0.9 | 4 | · | -1.6 | 2 | i | 0.1 | 0.2 | -3
S=C(NCCc1ccccn1)Nc1ccccc1
    0.3 | -4 | 0.1 | 1.6 | 2 | -0.3 | · | -3.3 | -6
O=C(NCCCNC(=O)c1cnccn1)c1ccc(Cl)c(Cl)c1
    0.1 | 1 | 1.5 | 1.9 | 2 | -0.1 | · | · | -6
Nc1ncnc2c1ncn2[C@@H]1O[C@H](C(=O)N2CCC(F)(F)CC2)[C@@H](O)[C@H]1O
    -0.3 | 6 | · | · | · | · | 1.0 | 0.4 | ·
COc1ccc(C2c3c(-c4ccccc4)n[nH]c3C(=O)N2c2ccc(C(=O)O)cc2)cc1 (stereo not drawn)
    -1.7 | 11 | 2.0 | -0.4 | -2 | -0.4 | · | -18 | 18
Cc1cccn2c(=O)c3cc(C(=O)NCc4cccnc4)c(=N)n(C(C)C)c3nc12
    · | + | -0.7 | 0.4 | 2 | -0.3 | · | -1.7 | 16
COC(=O)c1ccc(CSc2ccc3nnc(-c4ccc(OC)c(OC)c4)n3n2)o1
    0.9 | 0 | -0.2 | -1.0 | 18 | -0.5 | · | -3.5 | -3
O=[N+]([O-])c1cc(S(=O)(=O)N2CCCC2)ccc1OCCOc1ccccc1
    -4.2 | 1 | 2.2 | -0.6 | 18 | -0.2 | -6.6 | -0.4 | 9
Cc1ncc(CO)c2cc(-c3nnc(Nc4ccc5c(c4)OCO5)s3)c(=O)oc12
    0.8 | 6 | -0.4 | 0.5 | -1 | 0.5 | -5.6 | 3.1 | 3
CCOC(=O)C(CO)NC(=O)C1(NC(C)=O)CCCC1 (stereo not drawn)
    0.9 | -2 | -1.0 | · | 8 | -0.9 | -0.7 | -4.5 | -5
Cc1ccc(S(=O)(=O)N2CCC(NC(=O)C3CCCCC3)CC2)cc1
    1.0 | 1 | 2.0 | -1.1 | -1 | -0.3 | -7.9 | · | 9
O=C(O)CCc1[nH]c2ccccc2c1Sc1ccccc1
    -1.1 | 1 | 2.0 | -0.9 | -9 | i | 0.3 | 1.5 | -8
O=CNCCCc1nc2ccccc2n1CCc1ccccc1
    -1.5 | 0 | -0.5 | 0.6 | -2 | i | 0.3 | -1.3 | -7
COc1ccc(OC)c(C(c2nnnn2C2CCCC2)N2CCN(c3ccccc3)CC2)c1 (stereo not drawn)
    · | 1 | 0.3 | 0.9 | 40 | i | 0.8 | 0.7 | 3

Compounds as they come. About 4.6% of those tested had a hit in this group.
